High-throughput results deposited in PubChem by Emory University Molecular Libraries Screening Center.
14-3-3 PPI – 14-3-3 gamma protein interaction modulation; P61981; FP, 14-3-3gamma / TMR-pS259-Raf peptide binding; inhibition, % at 40 µM; 0.19% of 160,000 active; in the data active means inhibition above about 30%;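 further: 0% = protein plus tracer without compound and 100% = blank with tracer alone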
Target sequence (P61981 whole entry, looked up): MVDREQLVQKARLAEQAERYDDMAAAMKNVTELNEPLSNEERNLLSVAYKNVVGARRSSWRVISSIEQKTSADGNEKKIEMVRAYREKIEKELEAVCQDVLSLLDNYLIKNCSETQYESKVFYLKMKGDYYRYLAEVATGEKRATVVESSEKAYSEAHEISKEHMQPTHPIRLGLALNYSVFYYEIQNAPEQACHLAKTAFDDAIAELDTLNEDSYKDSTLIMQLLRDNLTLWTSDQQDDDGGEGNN
* = called active by the depositor; & = joins results of further samples. The list is partial. The share of hits here may be higher or lower than overall.

| 14-3-3 PPI | canonical_smiles |
| --- | --- |
| -11.6 | O=C(CSc1nnnn1-c1ccc2c(c1)OCCO2)c1cccc2c1OCCO2 |
| -22.8 | CC(C)c1ccc(-c2csc(NC(=O)c3ccc(S(=O)(=O)N4CCOCC4)cc3)n2)cc1 |
| -11.2 | CC(=O)c1c(C)[nH]c(C(=O)OCc2nnc(-c3ccccc3)o2)c1C |
| 1.0 | CCOC(=O)c1ccc(NC(=O)c2nccnc2C(=O)O)cc1 |
| -10.9 | COC(=O)c1ccc(C2C3=C(CC(c4ccc(C(C)(C)C)cc4)CC3=O)Nc3ccccc3N2C(=O)C2CC2)cc1 (stereo unspecified) |
| -5.6 | NC(=O)Cn1c(=O)n(CCCC(=O)NC2CCN(Cc3ccccc3)CC2)c(=O)c2ccccc21 |
| -12.9 | CC(=O)Nc1ccc2nc(NC(=O)c3cc(Cl)ccc3[N+](=O)[O-])sc2c1 |
| -3.6 | NS(=O)(=O)c1ccc(CCNC(=O)c2ccc(Cn3c(=O)[nH]c4ccccc4c3=O)cc2)cc1 |
| -0.6 | COCCOC(=O)c1[nH]c2c(c1C)C(=O)CC(c1ccccc1)C2 (stereo unspecified) |
| -4.2 | O=C(C1CC1)N1CCc2cc(S(=O)(=O)NCc3ccccc3Cl)ccc21 |
| 2.8 | CC(=O)Nc1cccc2nsnc12 |
| 0.1 | COc1ccc(S(=O)(=O)N2CCN(C(=O)c3ccc(F)cc3)CC2)cc1 |
| -3.4 | O=C1CCC(=O)N1CNc1ccc(Oc2ccccc2)cc1 |
| 3.2 | COc1ccc2nc(NC(=O)c3ccc(S(=O)(=O)N4CCc5ccccc5C4)cc3)sc2c1 |
| -0.7 | CCOC(=O)Nc1ccc(Oc2ccccc2)cc1 |
| 17.9 | CCC1CCc2nc3sc(C(=O)Nc4cccc(C(F)(F)F)c4)c(N)c3cc2C1 (stereo unspecified) |
| -10.2 | CCNC(=O)c1c(NC(=O)COc2ccc(F)cc2)sc2c1CCCC2 |
| -9.9 | CCOC(=O)c1ccc(NC(=O)c2[nH]c(C)c(C(C)=O)c2C)cc1 |
| -2.3 | O=P(CN(Cc1cccs1)CC1CCCO1)(c1ccccc1)c1ccccc1 (stereo unspecified) |
| -9.9 | CSc1ccccc1NC(=O)Cn1nc([N+](=O)[O-])c(Cl)c1C |
| -2.4 | CCN1C(=O)c2n[nH]c(C(=O)OC)c2C1=O |
| 0.7 | CCCOC(=O)c1ccc2c(c1)C(=O)N(c1ccc(Oc3ccccc3)cc1)C2=O |
| -5.0 | COC(=O)c1ccccc1NC(=O)c1sc2ncnc(N3CCCCC3C)c2c1C (stereo unspecified) |
| 5.5 | O=C(Nc1ccc(-c2csc(Nc3ccccc3)n2)cc1)c1ccccc1 |
| 2.9 | COc1ccc(-c2nc(N3CCN(C)CC3)[nH]c(=O)c2C#N)cc1 |
| 4.5 | COc1ccc(-c2cc(C(=O)N3CCN(c4ccccc4)CC3)no2)cc1OC |
| -6.7 | CCCCNc1nc2ccccc2nc1NS(=O)(=O)c1cccs1 |
| 2.2 | CCc1nnc(NC(=O)CSc2nnc(-c3ccc(O)cc3)n2-c2ccccc2)s1 |
| -15.7 | Cc1cccn2cc(-c3cccc(NS(=O)(=O)c4ccc(Cl)cc4)c3)nc12 |
| 1.7 | Cc1cc(NC(=O)CCN2CCN(CCO)CC2)ccc1Br |
| -7.7&-19.1 | CCCc1ccc(OCc2nc(-c3ccc(NC(=O)c4ccco4)cc3)no2)cc1 |
| -223.1 | Cc1[nH]c2ccccc2c1C=Cc1nc2ccccc2c(=O)n1C |
| 2.6 | CCCCNC(=O)c1cc2n(n1)C(C(F)(F)F)CC(c1ccc3c(c1)OCO3)N2 (stereo unspecified) |
| 6.0 | O=[N+]([O-])c1ccc(C=Nc2ccccc2)cc1 |
| -8.1 | Cc1[nH]c(C#N)c(C)c1C |
| -2.1&-1.2 | CCN(CC)C(=O)N1CCN(C(=O)c2ccc(C)cn2)CC1 |
| 3.9 | CC1Oc2ccccc2N(CC(=O)Nc2ccc3c(c2)OCCO3)C1=O (stereo unspecified) |
| -0.4 | COc1ccc(OC)c(NC(=O)c2ccc(S(=O)(=O)N3CCN(C)CC3)cc2)c1 |
| -17.3 | CC(=O)c1c(C)oc2ccc(NS(=O)(=O)c3ccc4c5c(cccc35)C(=O)N4)cc12 |
| 8.7 | COc1ccc2cc(C#N)c(Nc3ccc4c(c3)OCO4)nc2c1 |
| -9.4 | Cc1sc2ncn(CC(=O)NCCN3CCOCC3)c(=O)c2c1S(=O)(=O)N1CCC(C)CC1 |
| -1.5 | CCCn1cnc2sc(C(=O)Nc3cc(C(=O)OC)cc(C(=O)OC)c3)c(C)c2c1=O |
| -5.9 | Cc1c(OCC(=O)OC(C)C)ccc2c3c(c(=O)oc12)CCC3 |
| -2.3 | CCOC(=O)c1ccccc1NC(=O)c1ccc(N(C)S(C)(=O)=O)cc1 |
| 3.3 | COc1ccc(NC(=O)CN2CCN(S(=O)(=O)c3cc(Cl)ccc3OC)CC2)cc1Cl |
| 1.2 | CCOc1ccc(C2C(=O)N(C3CCCCCC3)CC(=O)N2Cc2ccc(F)cc2)cc1OC (stereo unspecified) |
| -7.8 | CCOC(=O)c1c(CN2CCCCC2C)oc2ccc(OC)cc12 (stereo unspecified) |
| -2.1 | CCC(=O)N1CCN(S(=O)(=O)c2ccc(C)cc2)C1c1ccccc1 (stereo unspecified) |
| 15.1 | CCc1c(C)sc(NC(=O)OC)c1C(=O)N1CCCCC1 |
| -8.7 | COc1cc2c(cc1OC)C1C(C(=O)NC3CCCC(C)C3C)c3ccccc3C(=O)N1CC2 (stereo unspecified) |

Remaining list, next part.
| 14-3-3 PPI | canonical_smiles |
| --- | --- |
| -19.8 | O=C(CC1N=C2c3ccccc3N=C(SCc3cccc(Cl)c3)N2C1=O)NCc1ccc(F)cc1 (stereo unspecified) |
| -12.8 | CCCCCCCNc1c([N+](=O)[O-])ccc2nonc12 |
| 13.7 | CCC(=O)N1CCc2cc(S(=O)(=O)CCC(=O)Nc3ccc(C(C)C)cc3)ccc21 |
| -4.0 | C=CCn1c(=O)c2c3c(sc2n2c(Nc4ccc(OC)cc4)nnc12)CCCC3 |
| 1.2&8.3 | Cc1ccnc(N2C(=O)OC(C)(C)C2(C)O)c1 (stereo unspecified) |
| 1.1 | CCOCC(=O)Nc1ccc(-c2cn3cccnc3n2)cc1 |
| -5.0 | O=C(CCn1c(=O)sc2ccccc21)NCc1ccco1 |
| -11.9 | CCOC(=O)C1CCCN(CC(=O)N2CCCc3c2c(=O)oc2ccc(OCc4ccccc4)cc32)C1 (stereo unspecified) |
| -1.3 | CS(=O)(=O)N(CCc1ccccc1)CC(N)=O |
| -1.9&0.1 | COc1ccccc1C1NC(=O)NC(C)=C1C(=O)OC1CCCCC1 (stereo unspecified) |
| -6.1 | COc1ccc(CN2C(=O)CN=C2Nc2cc(C)ccc2C)cc1 |
| -5.7 | CC(=O)Nc1ccc(C(=O)OC2CCOC2=O)cc1 (stereo unspecified) |
| 6.1 | CCS(=O)(=O)N1CCN(c2ccc([N+](=O)[O-])c(NCc3cccnc3)c2)CC1 |
| -4.3 | CCCCOC(=O)Cn1c(=O)c2c(nc3n2CCCCN3c2ccc(C)cc2)n(C)c1=O |
| -1.7 | COc1ccc(N(CC(=O)NCc2cccs2)S(=O)(=O)c2cccnc2)cc1 |
| -12.3 | O=C(COc1ccc(C2CCCCC2)cc1)Nc1ccc(-c2nc3ncccc3o2)cc1 |
| -3.6 | CCOC(=O)N1CCN(C(=O)c2ccc(N3C(=O)CCC3=O)cc2)CC1 |
| 3.6 | CCN(Cc1ccccc1)C(c1cccc(C#N)c1)c1nnnn1C(C)(C)C (stereo unspecified) |
| 3.5 | CCN(C(=O)CN1C(=O)c2ccccc2C1=O)c1ccccc1C |
| -0.1 | CC1=C(C(=O)Nc2ccc(C)cn2)C(c2cccc(Br)c2)C2=C(CC(C)(C)CC2=O)N1 (stereo unspecified) |
| -7.0 | CCOC(=O)c1cnc2ccc(OC)cc2c1Nc1cccc(C(F)(F)F)c1 |
| 0.9 | Cc1ccc(CNC(=O)Cn2c(=O)c3sccc3n(Cc3ccc(Cl)cc3)c2=O)cc1 |
| -7.6 | CC(C)C1N(C(=O)CN2CCOCC2)CCN1S(=O)(=O)c1ccccc1 (stereo unspecified) |
| -3.4 | Cc1cccc(C#Cc2ccccc2)n1 |
| -7.9 | CCOc1ccc2nc(NC(=O)CSc3nc4c(c(=O)n(C)c(=O)n4C)n3CC)sc2c1 |
| 2.5 | Cc1nnc(N)nc1C |
| -9.0 | COc1ccc(-c2csc(N3CCOCC3)n2)cc1OC |
| -0.7 | COc1ccc(C2C3=C(Nc4ncnn42)c2ccccc2OC3c2cccc([N+](=O)[O-])c2)cc1 (stereo unspecified) |
| 1.7 | O=c1oc2c(-c3cccc(C(F)(F)F)c3)cc(O)cc2s1 |
| -10.8 | Cc1ccc(OCCn2ccc(=O)[nH]c2=O)cc1C |
| -0.1 | CCN(CC)CCN1C(=O)C(O)=C(C(=O)c2cc3ccccc3o2)C1c1cccnc1 (stereo unspecified) |
| -2.4 | CCOc1ccc2c(c1)c(C(C)=O)c(C)n2-c1cccc(C(F)(F)F)c1 |
| -19.6 | O=C(Nc1ccc(Cl)cc1)c1cc(S(=O)(=O)N2CCOCC2)ccc1Cl |
| -8.1 | CCC1CCCCN1C(=O)c1sc2ncn(Cc3ccccc3F)c(=O)c2c1C (stereo unspecified) |
| 3.7 | Cc1ccc(C(=O)Nc2nc(COc3ccccc3)cs2)s1 |
| -4.4 | CCOC(=O)CNC(=O)c1cc(-c2ccc3c(c2)OCO3)nc2ccccc12 |
| -5.6 | O=S(=O)(NC1CCCC1)c1cccc2nsnc12 |
| 3.6 | c1c2c(cc3sc(N4CCCCC4)nc13)OCCO2 |
| -7.8 | C=CCn1c(SCc2ccc(C)cc2)nc2cc(C(=O)N3CCOCC3)ccc2c1=O |
| -7.8 | COC(=O)CSc1nc2cc(OC)ccc2cc1C#N |
| -1.8 | COc1cc2cc(C(=O)O)cc(-c3ccc(C)cc3)c2cc1OC |
| -4.2 | CCC(=O)N1CCc2cc(Br)cc(S(=O)(=O)N(CC)Cc3ccccc3)c21 |
| 1.4 | CCc1ccc(CNC(=O)CCS(=O)(=O)Cc2cccc(Cl)c2)cc1 |
| -4.2 | CNC(=O)C1=C(C)NC(=S)NC1c1cc(Br)c(OC)cc1OC (stereo unspecified) |
| -1.1 | Cn1c(=O)c(=O)n(C)c2cc(S(=O)(=O)N3CCN(c4cccc(C(F)(F)F)c4)CC3)ccc21 |
| -43.0 | CCOC(=O)c1cc2c(=O)n3ccccc3nc2n(C)c1=NC(=O)c1ccccc1Br |
| -13.2&-4.7 | O=C1CC(NCc2ccco2)C(=O)N1CCc1ccccc1 (stereo unspecified) |
| -15.3 | CCN1CCc2c(sc(N)c2C(=O)OC)C1 |
| -6.6&-5.1 | COCCNC(=O)c1cc(-c2ccc3c(c2)OCO3)on1 |
| -2.8 | CCc1sc(Nc2cccc(C)c2)nc1-c1cc2cccc(OC)c2oc1=O |

Next part.
| 14-3-3 PPI | canonical_smiles |
| --- | --- |
| -1.3 | CCOC(=O)C(Br)C(C(=O)OCC)c1ccc(C)cc1 (stereo unspecified) |
| -7.5 | N[C@@H](Cc1ccc(O)c(O)c1)C(=O)O |
| 0.8 | CCCCN(CC)C(=O)c1ccc(Cl)c(Cl)c1 |
| 4.0 | COc1cc(C2CC(=O)N(CC(=O)NCc3ccco3)c3ccccc3S2)cc(OC)c1OC (stereo unspecified) |
| -16.1 | CC1CCc2nc(NC(=O)CN3CCN(Cc4ccc5c(c4)OCO5)CC3)sc2C1 (stereo unspecified) |
| -12.4&3.0 | O=C(O)CC(O)C(=O)O (stereo unspecified) |
| -5.0 | COC(=O)c1c(C)oc2cc(Br)c(OCC(=O)OC(C)(C)C)cc12 |
| -3.4 | Cc1ccc(-c2c3c(=O)n(C)c(=O)n(C)c3cn2-n2cnnc2)cc1 |
| -12.3 | COc1ccc(-c2nn(C(C)=O)c(=S)n2C)cc1 |
| -2.6 | COC(=O)c1ccc(C2Oc3c(OC)cccc3C3CC(c4cccnc4)=NN32)cc1 (stereo unspecified) |
| -6.6 | O=S1(=O)CCN2C=Nc3sc4c(c3C2=N1)CCCC4 |
| -8.0 | O=C1CCCc2oc3c(cc(NS(=O)(=O)c4ccc(Cl)cc4)c4ccccc43)c21 |
| -4.1 | CCN1CCN(CC(O)COc2ccc(C)c(C)c2)CC1 (stereo unspecified) |
| -5.6 | CCOC(=O)C1CCN(C(C(=O)NC2CCCC2)c2ccc(C)cc2)CC1 (stereo unspecified) |
| 4.0 | O=C1CC(N2CCN(c3ccc(Cl)cc3)CC2)C(=O)N1CCc1ccccc1 (stereo unspecified) |
| -13.0 | Cc1ccccc1Nc1c(-c2ccco2)nc2ccc(Br)cn12 |
| -6.0 | COc1ccc(OC)c(CCNC(=O)Cn2sc3nc(C)cc(C)c3c2=O)c1 |
| 0.3 | CCCCn1c(SCC(=O)Nc2nc(C)cs2)nnc1-c1cccnc1 |
| -13.7 | CCOc1ccccc1Nc1ncnc2c1cnn2-c1ccc(OC)cc1 |
| -3.1 | CCSc1nnc(NC(=O)CCCN2C(=S)NC(C)(C)CC2C)s1 (stereo unspecified) |
| 4.7 | O=C(Nc1nnc(-c2ccccc2)o1)c1ccc(Cl)cc1 |
| 0.7 | Cc1ccc(Nc2c(-c3ccc(C)o3)nc3ccccn23)cc1 |
| 3.7 | COc1ccc(NC(=O)CSc2cn(Cc3ccccc3C)c3ccccc23)c(OC)c1 |
| -2.8 | Cc1oc(C)c(C(=O)Nc2ccc(CC(=O)O)cc2)c1C(=O)Nc1ccc(CC(=O)O)cc1 |
| -0.8 | CC(Sc1nnc(-c2cc3ccccc3o2)n1-c1ccccc1)C(=O)O (stereo unspecified) |
| -4.3 | CC(C)(C)C(=O)NC(=C(Cl)Cl)P(=O)(O)O |
| -1.5 | Cc1ccc(-c2nnc(-c3ccc(NC(=O)c4ccco4)cc3)o2)cc1 |
| 2.6 | COc1ccc(CNC(=O)C2c3ccccc3C(=O)N3CCc4cc(OC)c(OC)cc4C23)c(OC)c1 (stereo unspecified) |
